From PubChem
Wnt act: activates Wnt/beta-catenin signaling in a reporter cell assay; actives 1.2% (n = 300,000); activation, % at 9.35 µM; activator, plate reader; AID 743398; in the data active = activation above about 30%, passing the limit was not always enough; inconclusive = no clear call, values can overlap the other calls;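 also: 0% = neutral control wells and 100% = positive control wells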
Ecoli viability: bacterial growth inhibition, counter-screen for AddAB inhibitors. E. coli V3065 growth, OD600 absorbance, 18 h. inhibition, % at 11.9 µM. actives 0.27% (n = 330,000). AID 449728;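 active = inhibition above the campaign's mean inhibition across all tested compounds plus 3 SD, cut at about 9.9% in these data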;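 also: uninfected addAB+ strain grown without phage in ampicillin broth; 0% = DMSO wells and 100% = ciprofloxacin 0.95 µg/ml wells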
PvdQ acylase: P. aeruginosa PvdQ acylase inhibition; actives 0.063% (n = 340,000); AID 488965; inhibition, % at 10 µM; purified PvdQ acylase, fluorescence plate reader; in the data active = inhibition above about 30%, passing the limit was not always enough; inconclusive = no clear call, values can overlap the other calls;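 also: 0% = vehicle neutral wells and 100% = reference inhibitor wells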
PfHsp90 yeast 2: growth inhibition of yeast expressing Plasmodium Hsp90. inhibition, % at 9.4 µM. actives 0.32% (n = 310,000). AID 504621. S. cerevisiae expressing PfHsp90, BacTiter-Glo ATP, 48 h; yeast lacking PDR1 and PDR3 efflux regulators;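 active = every replicate shows inhibition above about 80%, whatever the replicate mean, limit read from the data; inconclusive = mean inhibition reaches the set limit but some replicate falls short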;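 also: 0% = DMSO neutral controls and 100% = 20 µM radicicol positive controls; yeast relying on Plasmodium falciparum Hsp90 in place of its own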
AddAB inh: less growth of phage-infected E. coli with AddAB; E. coli expressing H. pylori AddAB, absorbance growth; inhibition, % at 11.9 µM; actives 0.29% (n = 330,000); AID 435030; in the data active = inhibition above about 12%;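 also: 0% = vehicle wells of infected cells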
Tat export inh: blocks Tat-dependent protein export in E. coli. E. coli MC4100 TorA-mCherry Tat export, fluorescence. inhibition, % at 10 µM. actives 0.036% (n = 340,000);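 active = mean replicate inhibition at least 50% and at least half of replicates individually reaching 50%; inconclusive = only one of the two criteria met; inactive = neither criterion met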;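 also: exported cargo escapes ClpAP degradation while cytoplasmic cargo is degraded and loses fluorescence; 0% = median of neutral control wells and 100% = median of NaSCN control wells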
DAGLB inh: diacylglycerol lipase beta (human) inhibition. HEK293T DAGLB membrane lysate, EnzChek fluorogenic substrate. inhibition, % at 5.17 µM. actives 0.059% (n = 340,000). AID 504411; in the data active = inhibition above about 34%;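 also: 0% = enzyme with vehicle and 100% = wells lacking enzyme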
Target sequence (Q8NCG7 whole entry, looked up): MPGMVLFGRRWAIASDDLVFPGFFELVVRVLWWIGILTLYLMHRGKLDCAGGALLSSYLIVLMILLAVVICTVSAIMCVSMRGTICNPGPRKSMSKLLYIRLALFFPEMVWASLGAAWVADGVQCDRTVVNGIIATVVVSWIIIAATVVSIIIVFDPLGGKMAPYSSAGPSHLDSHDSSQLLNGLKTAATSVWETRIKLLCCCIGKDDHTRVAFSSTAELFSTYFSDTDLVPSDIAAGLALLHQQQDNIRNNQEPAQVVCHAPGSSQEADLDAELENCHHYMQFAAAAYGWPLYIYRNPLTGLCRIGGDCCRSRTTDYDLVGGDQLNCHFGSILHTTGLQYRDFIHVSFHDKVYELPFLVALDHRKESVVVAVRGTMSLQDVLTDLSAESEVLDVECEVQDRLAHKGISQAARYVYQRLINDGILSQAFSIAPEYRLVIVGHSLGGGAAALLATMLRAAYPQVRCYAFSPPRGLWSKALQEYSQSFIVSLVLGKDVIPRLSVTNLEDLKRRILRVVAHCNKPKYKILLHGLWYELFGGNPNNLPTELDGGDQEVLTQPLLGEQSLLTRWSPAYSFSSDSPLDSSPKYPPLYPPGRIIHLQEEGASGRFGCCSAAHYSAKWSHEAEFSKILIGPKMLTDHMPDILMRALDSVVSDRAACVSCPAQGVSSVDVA
Rtt109 Vps75: blocks Candida albicans Rtt109/Vps75 acetyltransferase activity | inhibition, % at 34.9 µM | actives 0.16% (n = 330,000) | purified Rtt109/Vps75, ThioGlo CoA-SH fluorescence, 4 h;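 active = inhibition of at least 50% in every replicate; inconclusive = best replicate reaches 50% inhibition but some replicates fall short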
Target sequence (Q5AAJ8 whole entry, looked up): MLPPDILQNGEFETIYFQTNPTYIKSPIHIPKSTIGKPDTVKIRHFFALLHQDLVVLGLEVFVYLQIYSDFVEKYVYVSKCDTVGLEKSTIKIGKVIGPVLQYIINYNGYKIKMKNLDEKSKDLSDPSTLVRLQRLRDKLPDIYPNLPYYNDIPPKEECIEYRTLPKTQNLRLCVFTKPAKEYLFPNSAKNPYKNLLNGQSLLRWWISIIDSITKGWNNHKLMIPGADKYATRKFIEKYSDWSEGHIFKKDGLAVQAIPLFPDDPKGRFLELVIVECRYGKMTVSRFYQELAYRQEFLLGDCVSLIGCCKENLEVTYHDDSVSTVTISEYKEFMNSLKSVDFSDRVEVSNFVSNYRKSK
CAL PDZ inh: inhibitors of human CAL PDZ peptide binding; Q9HD26; purified CAL PDZ, TMR-peptide fluorescence polarization, 1 h; actives 0.02% (n = 330,000); inhibition, % at 20 µM;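 active = highest replicate inhibition of at least 40%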;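 also: plate controls were DMSO neutral control wells for no effect and unlabeled competitor peptide control wells for full effect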
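System: tagged CAL PDZ domain. Schedule: 1 h room-temperature incubation prior to read. Signal: fluorescence polarization (mP). Measure: percent inhibition from loss of millipolarization.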
phage Ecoli inh: E. coli growth loss with phage present. growth absorbance. inhibition, % at 11.9 µM. actives 0.26% (n = 360,000). AID 651602; in the data active = inhibition above about 11%
* = called active by the depositor; ? = inconclusive; . = not tested or not shown.

SMILES | Wnt act | Ecoli viability | PvdQ acylase | PfHsp90 yeast 2 | AddAB inh | Tat export inh | DAGLB inh | Rtt109 Vps75 | CAL PDZ inh | phage Ecoli inh
COc1ccc(C(=O)NCCn2cc(SCC(=O)Nc3cc(C)on3)c3ccccc32)cc1OC | -5 | -0.9 | -5 | 13 | 0.3 | 3 | -3 | 5 | -3.4 | 2.6
CCCCc1ccc(NC(=O)CN2C(=O)C3CCCCC3C2=O)cc1 (stereo unspecified) | -2 | 1.0 | 2 | -8 | -1.0 | 0 | -4 | 7 | -0.3 | 1.1
CN(c1ccccc1)S(=O)(=O)c1nnc(NC(=O)COc2ccccc2)s1 | -2 | -3.0 | -12 | 5 | 1.1 | 3 | 5 | 2 | -2.0 | 1.7
COc1ccc(Cl)cc1NC(=O)Cn1nc(-c2ccc(C)cc2)n(C)c1=S | -1 | -3.5 | -4 | 2 | 0.2 | 1 | -1 | 4 | -0.1 | -1.6
Cc1ccccc1COc1ccc2oc(C)c(C(=O)O)c2c1 | 3 | 1.8 | 9 | -20 | 4.8 | 29 | 7 | 0 | -3.2 | 1.5
O=C(NCCc1ccccc1)c1ccc2nccnc2c1 | -1 | 3.4 | -4 | -10 | 2.1 | -11 | 2 | -4 | -1.2 | 6.0
CCCCn1c(N2CCCC2)nc2c1c(=O)[nH]c(=O)n2C | -1 | -0.8 | -4 | -9 | -3.5 | -11 | 0 | -7 | . | 0.2
COc1cc(/C=C/C(=O)OCC(=O)NC(=O)NCc2ccccc2)ccc1OCC#N | -1 | -2.4 | -2 | -16 | -3.4 | 4 | 1 | 7 | -26 | 4.4
COc1cccc(CC2(CO)CCCN(Cc3cn[nH]c3-c3cc(C)ccc3C)C2)c1 (stereo unspecified) | -1 | -0.6 | 1 | -13 | -0.9 | 0 | 2 | 11 | -0.3 | 3.7
Nc1c(C(=O)OCC2CCCO2)c2nc3ccccc3nc2n1C1CCCCC1 (stereo unspecified) | -5 | -0.6 | -15 | 1 | -0.1 | 0 | -3 | -12 | -0.9 | 1.4
COC(=O)Cn1ccc(-c2ccc(Cl)cc2)c(C#N)c1=O | -1 | -0.2 | -16 | 12 | 2.6 | 0 | 1 | -22 | -2.8 | 2.2
COc1ccc(N(C)C(=O)Cc2c(C(=O)O)n(C)c3ccccc23)c(OC)c1 | -1 | -0.8 | 1 | -8 | -0.5 | 0 | -1 | -1 | -0.3 | 1.2
N=c1c(S(=O)(=O)c2ccccc2)cc2c(=O)n3ccccc3nc2n1Cc1cccnc1 | -3 | 3.2 | -5 | . | 1.9 | 2 | 2 | -17 | -2.6 | 3.6
Cc1ccc(S(=O)(=O)NNC(=O)C2CCN(Cc3ccccc3)CC2)cc1 | 6 | -3.8 | -20 | 34 | -8.9 | 6 | -1 | . | -2.9 | 4.4
O=C(CSC1=NS(=O)(=O)c2ccccc2N1)N1CCCCC1 | 2 | 0.3 | -11 | . | 0.3 | -10 | 2 | -6 | -1.7 | -1.1
COc1cc2ccccc2cc1C(=O)N1CCc2ccccc21 | -3 | . | -10 | -16 | . | 8 | -2 | -6 | -1.4 | 0.4
CCOC(=O)Cc1nnc(Nc2ccc(C)cc2)c2ccccc12 | . | 3.2 | 2 | -4 | 0.3 | -4 | -3 | 10 | 0.1 | 0.7
COc1cc(C(F)(F)F)c(C(=O)N(C)Cc2cccc(Cl)c2)cn1 | -2 | -2.2 | -4 | -15 | 0.0 | 6 | -8 | 1 | -0.2 | 0.5
CCCCNC(=O)[C@@H]1CSC2c3ccc(OC)c(OC)c3C(=O)N21 (stereo partly specified) | -1 | -1.6 | 4 | 2 | -0.8 | 7 | -10 | -1 | -0.4 | 1.6
CC1CCCC(NC(=O)COC(=O)[C@@H](NC(=O)c2ccc(F)cc2)C(C)C)C1C (stereo partly specified) | -5 | 0.7 | -9 | . | -1.6 | 7 | 1 | -8 | 0.1 | 4.4
O=C(/C=C/c1ccc(F)cc1)NC(=S)Nc1ccccc1O | 5 | . | -21 | -36 | . | -6 | -5 | 10 | -2.9 | -0.6
Cc1c(C)c2ccc(OCC(=O)Nc3ccccn3)cc2oc1=O | 5 | 0.4 | -1 | 4 | -1.5 | 9 | 1 | 5 | -2.9 | 1.1
COCCN(C(=O)CN1CCc2ccccc2C1)c1c(N)n(Cc2ccccc2)c(=O)[nH]c1=O | . | -0.7 | 9 | . | 0.6 | -13 | 0 | 5 | -0.8 | 0.5
O=C1c2ccccc2C(=O)N1CCCCN(C(=O)c1cc2ccccc2oc1=O)c1ccc(Cl)cc1 | 5 | -0.1 | -7 | -25 | 2.8 | -4 | 1 | -5 | -3.2 | 2.9
COc1ccc(-c2cc(C(=O)N/N=C/c3cccnc3)c3cc(C)cc(C)c3n2)cc1 | -1 | . | 4 | -6 | . | -3 | -4 | 2 | -5.2 | 4.3

The final 2 compounds of the part above lead into the next:
SMILES | Wnt act | Ecoli viability | PvdQ acylase | PfHsp90 yeast 2 | AddAB inh | Tat export inh | DAGLB inh | Rtt109 Vps75 | CAL PDZ inh | phage Ecoli inh
O=C1c2ccccc2C(=O)N1CCCCN(C(=O)c1cc2ccccc2oc1=O)c1ccc(Cl)cc1 | 5 | -0.1 | -7 | -25 | 2.8 | -4 | 1 | -5 | -3.2 | 2.9
COc1ccc(-c2cc(C(=O)N/N=C/c3cccnc3)c3cc(C)cc(C)c3n2)cc1 | -1 | . | 4 | -6 | . | -3 | -4 | 2 | -5.2 | 4.3
CCCCC(c1nnnn1CC1CCCO1)N1CCN(c2cc(Cl)ccc2C)CC1 (stereo unspecified) | . | . | -3 | -1 | . | 5 | -13 | -3 | . | 0.6
Cc1cccc(NC(=O)c2ccc(N3C(=O)C4CCCCC4C3=O)cc2)c1C (stereo unspecified) | -1 | . | -9 | -16 | . | -4 | 0 | 0 | -3.4 | 2.4
COc1ccc2cc3c(N)nn(C(=O)Cc4ccccc4OC)c3nc2c1 | -3 | -1.5 | 3 | -5 | -0.6 | -2 | -4 | 3 | -1.5 | 3.1
O=C(O)C/C=C(/NC(=O)OCc1ccccc1)C(=O)OCc1ccccc1 | -2 | -1.5 | 7 | 4 | 0.6 | 3 | -1 | 10 | -0.5 | 2.7
CC(C)C[C@@]12C(=O)N(c3cccc(F)c3)C(=O)N1[C@H](c1ccc(Br)cc1)[C@@H]1C(=O)N(C(C)(C)C)C(=O)[C@@H]12 | -1 | 0.5 | 6 | 9 | 3.9 | -19 | -7 | 6 | 0.1 | 0.9
COc1ccc(OCc2nnc(SCC(=O)N3C(C)CCCC3C)o2)cc1 (stereo unspecified) | -1 | 2.5 | 3 | 3 | 3.6 | ? | -2 | -8 | -0.9 | 0.1
COc1cc(OC)c2c(-c3ccccc3)cc(=O)oc2c1C(CCN1CCN(c2ccccc2)CC1)c1ccc(N(C)C)cc1 (stereo unspecified) | -6 | -3.7 | -7 | . | 3.0 | -16 | -5 | 5 | -1.6 | 4.6
CC(C)[C@H](NC(=O)c1ccccc1)C(=O)OCC(=O)NCc1ccc(F)cc1 | -2 | 1.0 | -3 | 1 | -2.4 | -8 | 1 | -14 | -0.7 | 1.1
O=C(NCCc1ccccc1)c1ccc(CS(=O)(=O)Cc2ccc(F)cc2)o1 | -2 | 1.8 | -5 | 4 | 4.2 | -8 | 1 | 2 | -2.0 | 0.4
Cn1c(=O)c(=O)n(C)c2cc(S(=O)(=O)NCCN3CCN(c4ccccc4F)CC3)ccc21 | -2 | -2.0 | -15 | -16 | -0.2 | -5 | 2 | -6 | -2.3 | 3.6
Cc1ccc(C)c(N2CCN(C(=O)CN(C)S(=O)(=O)c3cnc[nH]3)CC2)c1 | . | 1.5 | -3 | 33 | 3.1 | -2 | 0 | 0 | -1.8 | 2.1
CC(C)c1ccc2c(c1)C(N1CCN(C)CC1)Cc1cccnc1S2 (stereo unspecified) | 1 | -4.5 | 8 | 5 | 1.1 | 6 | -1 | 0 | -1.8 | -0.9
O=C(Nc1ccc(C(=O)O)cc1)/C(=C/c1ccc([N+](=O)[O-])cc1)NC(=O)c1ccccc1 | -1 | 2.2 | 18 | 9 | 5.7 | 1 | -2 | 16 | -2.3 | -0.3
O=C(Nc1ccccn1)c1ccc(Br)c(S(=O)(=O)N2CCCC2)c1 | 15 | 0.2 | -2 | -10 | 0.5 | 0 | 2 | 2 | -1.4 | -0.2
Cc1ccc(C(=O)NCCC(=O)N2CCCC2)cc1 | 11 | 1.4 | 11 | -20 | 2.1 | 7 | -3 | 5 | 0.9 | -3.5
CCN(CC)c1ccc(NC(=O)Cn2ncc3c(C)n(Cc4ccccc4F)c(C)c3c2=O)c(C)c1 | -1 | -0.1 | -11 | -22 | 1.3 | -7 | -1 | -5 | -1.4 | 2.1
COc1ccc(-c2[nH]ncc2-c2cnn(-c3ccccc3)c2)c(O)c1 | -7 | 0.5 | -12 | . | 2.1 | 8 | 2 | 2 | -2.6 | 4.7
COc1ccc(C2C(C(C)=O)=C(C)N=c3s/c(=C\c4ccc5c(c4)OCO5)c(=O)n32)c(OC)c1 (stereo unspecified) | -1 | 0.5 | -9 | 27 | -4.6 | 2 | -4 | -7 | -1.5 | 0.2
CCCCOC(=O)Nc1ccc(C(=O)OC)cc1 | 53* | -1.4 | -11 | . | 0.5 | 5 | -2 | 6 | -1.3 | 3.4
CC(C)(C)NC(=O)C(=O)NNC(=O)COc1ccc(Br)cc1 | 4 | -5.6 | -2 | -27 | -4.0 | 3 | 0 | 1 | -1.1 | -2.2
COc1ccc(Cn2c(O)c(/C=N/NC(=O)c3cccnc3)c3ccccc3c2=O)cc1 | -1 | . | -6 | -26 | . | 4 | 3 | -16 | -1.6 | 15*
CCOC(=O)N/N=C\C=C\c1ccco1 | 1 | 0.6 | 20 | 30 | 2.0 | 5 | -2 | . | -2.8 | 4.9
COc1ccc(C)cc1NC(=O)NNC(=O)c1cc2ccccc2cc1O | 1 | 15* | 7 | -9 | 16* | -3 | 6 | 19 | -0.8 | 13*

Rewritten tab-delimited: 3 of the compounds above.
mol	Wnt act	Ecoli viability	PvdQ acylase	PfHsp90 yeast 2	AddAB inh	Tat export inh	DAGLB inh	Rtt109 Vps75	CAL PDZ inh	phage Ecoli inh
O=C(O)C/C=C(/NC(=O)OCc1ccccc1)C(=O)OCc1ccccc1	-2	-1.5	7	4	0.6	3	-1	10	-0.5	2.7
CCCCC(c1nnnn1CC1CCCO1)N1CCN(c2cc(Cl)ccc2C)CC1 (stereo unspecified)	.	.	-3	-1	.	5	-13	-3	.	0.6
CCOC(=O)N/N=C\C=C\c1ccco1	1	0.6	20	30	2.0	5	-2	.	-2.8	4.9

Sorted by molecular weight (low to high): part of the list above.
SMILES | Wnt act | Ecoli viability | PvdQ acylase | PfHsp90 yeast 2 | AddAB inh | Tat export inh | DAGLB inh | Rtt109 Vps75 | CAL PDZ inh | phage Ecoli inh
COc1ccc(Cl)cc1NC(=O)Cn1nc(-c2ccc(C)cc2)n(C)c1=S | -1 | -3.5 | -4 | 2 | 0.2 | 1 | -1 | 4 | -0.1 | -1.6
CCN(CC)c1ccc(NC(=O)Cn2ncc3c(C)n(Cc4ccccc4F)c(C)c3c2=O)c(C)c1 | -1 | -0.1 | -11 | -22 | 1.3 | -7 | -1 | -5 | -1.4 | 2.1
COc1ccc(C(=O)NCCn2cc(SCC(=O)Nc3cc(C)on3)c3ccccc32)cc1OC | -5 | -0.9 | -5 | 13 | 0.3 | 3 | -3 | 5 | -3.4 | 2.6

An unsorted share of the library (roughly 1.9% active in at least one column).
